Screens as filed in PubChem BioAssay.
S2 tox – cell viability loss in ATXN counter-screen; Potency, µM (top dose mostly 56.7 µM), actives largely listed as cytotoxic; S2 cells (HEK-293 line with an ATXN2-luciferase reporter) viability, CellTiter-Fluor protease fluorescence, 24 h; AID 651635; hit rate 0.49% among 400,000; also: nearly all actives have a fitted effect of over 40% in size
Nrf2 ARE act – activates Nrf2 signaling; hit rate 0.31% among 410,000; Potency, µM (titrated, usually from 46.1 µM), inactives show top-dose activation, most hits filed as activators; AREc32 ARE-luciferase reporter (MCF7-derived line), luminescence, 24 h; also: % of control where 0% means no effect; nearly all actives have a fitted effect of over 65% in size
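For detection, Steady-Glo was added and plates sat 30 min at RT; before that, AREc32_Fluc cells grown overnight in OPTI-MEM/5% FBS had been treated with 23 nL compound for 24 hr at 37 deg C.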
TGFb SMAD3 inh – inhibitors of TGF-b signaling | HepG2 CAGA-GFP TGF-b/SMAD3 reporter, GFP fluorescence, 18 h; TGF-beta stimulated, 500 pg/mL final | Potency, µM (titrated, usually from 46.1 µM), for the others: at the top dose activity, negative = inhibition, hits mostly inhibitors | hit rate 1.2% among 410,000; also: % is scaled to controls: 0 for no effect and ±100 for the full control effect; nearly all actives have a fitted effect of over 65% in size
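Cell-based qHTS in HEPG2 carrying a CAGA-GFP Smad reporter; compounds added before 500 pg/mL final TGF-beta, 18 h incubation at 37 degrees C, GFP fluorescence quantified per cell by imaging cytometry.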
HepG2 tox – kills HepG2 cells in TGF-b inhibitor counter-screen | HepG2 CAGA-GFP viability, ATP luminescence, 18 h | Potency, µM (series often up to 46.1 µM), without a hit: at the top dose activity change, negative = cytotoxicity, hits mostly cytotoxic | hit rate 0.76% among 410,000; also: some results filed as inactive show a strong effect at the top dose
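HepG2 CAGA-GFP cells (1000/well, DMEM with 1% FBS) received compound, then TGF-beta at 500 pg/mL final, and were incubated 18 hours at 37 degrees C. Viability was read by CellTiter-Glo luminescence. Media-only wells were set as complete cell-killing and DMSO as no toxicity.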
EPAC2 antagonist – EPAC2 (human) antagonism | Q8WZA2 | EPAC2 GEF exchange of Rap1B-BODIPY-GDP, fluorescence | Potency, µM (top dose mostly 114 µM), for the others: at the highest dose activity, negative = inhibition, actives largely listed as inhibitors | hit rate 0.18% among 360,000 | AID 720708; also: % is scaled to controls: 0 for no effect and ±100 for the full control effect; nearly all actives have a fitted effect of over 45% in size; many of its hits are not listed in these tables
Target sequence (Q8WZA2 whole entry, looked up): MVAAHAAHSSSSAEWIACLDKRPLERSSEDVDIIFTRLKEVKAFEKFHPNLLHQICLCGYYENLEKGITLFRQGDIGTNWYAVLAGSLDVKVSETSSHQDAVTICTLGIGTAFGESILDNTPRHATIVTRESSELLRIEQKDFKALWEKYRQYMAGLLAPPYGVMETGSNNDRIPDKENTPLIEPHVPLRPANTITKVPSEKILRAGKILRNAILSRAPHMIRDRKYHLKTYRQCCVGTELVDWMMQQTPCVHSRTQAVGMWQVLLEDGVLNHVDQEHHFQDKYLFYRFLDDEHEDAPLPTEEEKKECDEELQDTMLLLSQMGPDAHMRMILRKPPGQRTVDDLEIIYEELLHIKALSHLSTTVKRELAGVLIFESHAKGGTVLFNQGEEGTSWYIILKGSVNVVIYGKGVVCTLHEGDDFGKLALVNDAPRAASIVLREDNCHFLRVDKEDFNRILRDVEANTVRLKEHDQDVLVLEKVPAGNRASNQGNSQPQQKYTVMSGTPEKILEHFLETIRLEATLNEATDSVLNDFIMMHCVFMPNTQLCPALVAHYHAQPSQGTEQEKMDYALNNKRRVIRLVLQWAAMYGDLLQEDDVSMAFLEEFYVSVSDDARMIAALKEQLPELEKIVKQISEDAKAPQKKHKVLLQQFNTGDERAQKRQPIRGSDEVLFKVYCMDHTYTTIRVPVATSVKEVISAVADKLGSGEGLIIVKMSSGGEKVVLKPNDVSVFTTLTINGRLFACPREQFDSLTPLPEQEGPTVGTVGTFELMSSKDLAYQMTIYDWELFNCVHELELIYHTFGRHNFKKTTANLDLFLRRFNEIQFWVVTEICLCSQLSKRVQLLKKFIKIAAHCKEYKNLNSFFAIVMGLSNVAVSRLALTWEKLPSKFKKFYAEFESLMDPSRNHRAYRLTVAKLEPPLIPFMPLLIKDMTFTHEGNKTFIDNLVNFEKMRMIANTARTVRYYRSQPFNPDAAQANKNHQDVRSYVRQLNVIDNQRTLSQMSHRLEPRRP
ATXN2 expr inh – reduces ATXN2 reporter expression in HEK-293 cells; HEK-293 ATXN2-luciferase reporter, luminescence, 24 h; Potency, µM (highest dose often 57 µM), inactives show at the highest dose activity change, negative = inhibition, usual class: inhibitors; hit rate 0.72% among 360,000; AID 1745845; also: % is scaled to controls: 0 for no effect and ±100 for the full control effect; nearly all actives have a fitted effect of over 55% in size
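ATXN2-luciferase reporter cells (luciferase flanked by upstream and downstream ATXN2 gene portions) were treated 24 h at 37 °C with compounds at up to 57 uM. SteadyGlo luminescence gave expression; GF-AFC fluorescence gave viability.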
MCF10A rereplic – DNA re-replication induction in MCF 10a cells; MCF 10A DNA re-replication, Hoechst nuclear intensity, 48 h; Potency, µM (top dose mostly 46.1 µM), for the others: at the top dose activity, positive = re-replication, usual class: activators; hit rate 2.9% among 350,000; AID 624296; also: % of control where 0% means no effect; nearly all actives have a fitted effect of over 50% in size
Nrf2 inh – inhibitors of Nrf2 signaling; A549 ARE-Fluc reporter, luciferase luminescence, 18-24 h; hit rate 2.1% among 360,000; Potency, µM (series often up to 46 µM), for inactives: at the top dose activity change, negative = inhibition, usual class: inhibitors; AID 504444; also: % is scaled to controls: 0 for no effect and ±100 for the full control effect; nearly all actives have a fitted effect of over 60% in size
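Concentration-response testing used A549 ARE_Fluc cells at 5000 cells/well. Following an 18-24 h compound incubation, viability was read by fluorescence (Ex 405/Em 525) and luciferase output by luminescence.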
A549 viability – A549 cytotoxicity, counter-screen for Nrf2 inhibitors; hit rate 0.16% among 390,000; A549 ARE-Fluc cells, CellTiter-Fluor viability, 18-24 h; Potency, µM (doses to about 46 µM), without a hit: at the top dose activity change, negative = cytotoxicity, actives largely listed as inhibitors; also: % is scaled to controls: 0 for no effect and ±100 for the full control effect
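A549 ARE_Fluc cells in 5% FBS OPTI-MEM were exposed to compounds in concentration-response for 18-24 h at 37 deg C. Viability was read by CellTiter-Fluor fluorescence (Ex 405/Em 525) after 30 min, before the luciferase read.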
* hit, by the source's call; i = inactive; ? = inconclusive; · = not tested or not shown; & = joins results of further samples; [ ] = another dose, or the depositor's remark. Calls follow the shape of the dose curve; as a rule, active = well fitted curve in the direction sought with a large enough effect; inconclusive = small, poorly fitted or top-dose-only effect, or another doubt; inactive = no such curve, though single readings can be large; an effect the other way counts as inactive or inconclusive. Potency is read from the fitted curve at half-maximal effect.

SMILES | S2 tox | Nrf2 ARE act | TGFb SMAD3 inh | HepG2 tox | EPAC2 antagonist | ATXN2 expr inh | MCF10A rereplic | Nrf2 inh | A549 viability
Cc1ccc(NC(=O)COC(=O)C2=COCCO2)c([N+](=O)[O-])c1 | i | 1.2% | 26% | -1% | -30% | · | 4% | -9% | 20%
C=CCn1c(O)c(/C=C2\C=NN=C2c2ccccc2)sc1=S | i | -0.2% | ? | -46% | 3% | -11% | ? | ? | -18%
CCc1ccc([C@H]2[C@@H]3C(=O)C[C@@H]4C(=O)N(c5ccccc5)C(=O)[C@@H]4[C@@H]3CN2S(=O)(=O)c2ccc(C)cc2)cc1 | i | 0.4% | -10% | -3% | 1% | 46%[activator] | · | · | ·
O=C(NCCc1ccccc1)c1c(F)cccc1F | ? | -0.5% | -1% | -5% | -5% | -14% | 0% | ? | 18%
CC1CCCN(C(=O)CSc2nnc(-c3ccc(O)cc3)o2)C1 (configuration not stated) | i | 0.0% | 5% | -12% | 0% | 20% | 9% | -1% | 2%
CCCCOc1ccc(/C=C(\C(=O)O)c2ccc(S(=O)(=O)N3CCCC3)s2)cc1 | i | 0.5% | -11% | -10% | -10% | 3% | 9% | -10% | -4%
CCCN(CCC)C(=O)C1CCCN(c2ncnc3c2nc2n3CCCCC2)C1 (configuration not stated) | · | 0.7% | ? | -35% | · | · | · | · | -14%
CCN(CC)S(=O)(=O)c1cccc(-c2nnc(SCc3nc4ccccc4s3)o2)c1 | i | ? | ? | -35% | 0% | 32% | ? | · | -15%
CNC(=O)c1ccsc1NC(=O)CCS(=O)(=O)c1ccc(F)cc1 | i | 16% | ? | 8% | 2% | 9% | 2% | -11% | -2%
CC(C)CCOC(=O)C[N+](C)(C)CCOC1CC2CCC1(C)C2(C)C (configuration not stated) | i | 3.3% | -9% | -70% | -7% | ? | 16µM* | -19% | 0%
Cc1cc(/C=N/Nc2ccc([N+](=O)[O-])cn2)c(C)n1-c1cccc(C(=O)O)c1 | i | 6.1% | -7% | -39% | -24% | 8% | ? | -2% | ?
COc1ccc(C)cc1NC(=O)Cn1c(=O)oc2cc(S(=O)(=O)N3CCCCCC3)ccc21 | · | -0.5% | -7% | -5% | · | · | · | · | 21%
COc1cccc(CN(C)S(=O)(=O)c2cccs2)c1 | i | -1.5% | -4% | -10% | -5% | 3% | 2% | 17% | -10%
CCOc1ccc(N(CC(=O)Nc2cc(C)ccc2C)S(=O)(=O)c2c(C)[nH]c(=O)[nH]c2=O)cc1 | i | -0.4%&0.3% | 8%&-13% | 13%&-2% | -7% | 3% | 0% | 12%&21% | -6%&-3%
COC(=O)C(C)Oc1ccc2c3c(c(=O)oc2c1)CCCCC3 (configuration not stated) | i | 0.2% | -7% | 10% | 0% | -6% | -1% | 2% | -6%
Cc1ccc(C)c(NC(=O)C2Cc3ccccc3CN2C(=O)OCc2ccccc2)c1 (configuration not stated) | i | 2.1% | -13% | -10% | -10% | -11% | 15% | -20% | -17%
COc1cc(C(=O)NC(=S)Nc2ccccc2N2CCCC2)cc(OC)c1OC | i | 5.6% | -28% | -20% | -9% | -9% | ? | 18µM* | -16%
O=C(N/N=C/c1c(O)n(-c2ccc(Cl)cn2)c(=O)c2ccccc12)C1CC1 | · | -1.0% | -4% | -2% | 8% | -25% | 4% | ? | -14%
COC(=O)c1cc(OC)c(OC)cc1NC(=O)c1ccc(Br)o1 | i | 0.6% | -9% | -8% | -6% | -1% | 7% | ? | -9%
COc1ccc(Cc2nc3ccccc3n2CC(=O)N/N=C/c2ccc(C)cc2O)cc1OC | i | 0.1% | ? | -35% | -7% | ? | 0% | -1% | -1%
O=C(NCC1CCCO1)C1CCCN1C(=O)Nc1ccccc1[N+](=O)[O-] (configuration not stated) | i | 0.2% | 14% | 6% | 5% | 0% | 1% | ? | ?
COc1ccc(C(=O)CN(C(=O)c2ccc(Cl)cc2)N2C(=O)C3CCCCC3C2=O)cc1 (configuration not stated) | i | -0.4% | -13% | 4% | -5% | 1% | 0% | 13% | 5%
Cc1cccc(OCC(=O)NCCNC(=O)c2cnccn2)c1 | i | 0.6% | 4% | 1% | -25% | 27% | 9% | 3% | 2%
Cc1cc(=O)[nH]c(-c2ccc(C(F)(F)F)cc2)n1 | i | 2.7% | -5% | -16% | 7% | · | -1% | -19% | 3%
COc1cc(CCC(=O)Nc2ccc(C)c(S(=O)(=O)N3CCCCCC3)c2)cc(OC)c1OC | ? | -0.1% | ? | -10% | -14% | -37% | 13% | ? | -23%
COc1ccccc1NC(=O)CSc1nnc(-c2ccco2)n1Cc1ccco1 | i | -0.8% | ? | 0% | 8% | 3% | 1% | 6% | ·
COc1ccc(CNC(=O)C2(C)Cc3c(-c4ccc5c(c4)OCO5)ccnc3O2)cc1OC (configuration not stated) | i | 4.0% | 13% | -3% | 4% | -8% | · | · | ·
CC(C)(O)C#Cc1ccc(C(=O)N2CCN(c3ccccc3)CC2)cc1 | i | -0.5% | 0% | 25% | -8%[57.1 µM] | · | ? | 4% | 24%
COc1ccc(Cl)cc1-n1c(C)ccc1C | i | 8.5% | 5% | 0% | -17% | 7% | 26% | 5% | -7%
COCC(=O)Nc1ccc2c(c1)[C@@H]1C[C@H](CC(=O)OC)O[C@H](CO)[C@@H]1O2 | i | -0.2% | -25% | -42% | 6% | 0% | · | · | ·
O=S(=O)(NC1CCCCC1Oc1ccccc1)c1ccccc1 (configuration not stated) | i | 0.1%[9.22 µM] | ? | -11% | 10% | 5% | -5% | 18% | 14%
CCn1c(NC(=O)c2ccco2)c(-c2ccccc2Cl)c(=O)c2ccccc21 | i | -0.1% | -5% | 1% | 0% | 1% | 2% | -15% | ·
Cc1ccc(-c2ccc(CN3C(C)C(=O)N(Cc4cn(Cc5ccco5)nn4)CCS3(=O)=O)cc2)cc1 (configuration not stated) | ? | 0.5% | ? | -32% | -12% | ? | · | · | ·
CCOc1cc2ccccc2cc1C(=O)Nc1ccccn1 | i | ? | -14% | -7% | -13% | 7% | 5% | ? | 4%
CCOC(=O)C1=C(c2ccccc2)Nc2ncnn2C1c1cc(OC)ccc1OC (configuration not stated) | i | 0.3% | ? | -66% | 5% | -1% | 0% | -3% | -1%
CCn1c(SCc2ccc(C)cc2)nnc1-c1nn(-c2ccccc2)ccc1=O | i | -0.1% | -6% | -13% | -5% | -11% | 7% | ? | -15%
CCCC(C)NC(=O)CN(c1ccc2c(c1)OCCO2)S(=O)(=O)c1ccccc1 (configuration not stated) | i | 0.1% | 15% | 9% | 1% | -20% | 8% | -4% | -1%
COc1ccc(/C=C/c2c([N+](=O)[O-])c(=O)n(C)c(=O)n2C)c(OC)c1 | i | 3.1% | -21% | -9% | -2% | ? | 19% | -15% | 4%
COc1ccc(-c2c(=O)n(OC)c3ccccc3[n+]2[O-])cc1OC | i | ? | -1% | -27% | 18% | 8% | ? | 2% | 0%
CC(C)C(=O)Nc1ncc(Cc2ccccc2Cl)s1 | ? | 0.2% | 0% | -18% | -1% | -12% | 3% | -12% | -5%
COc1ccc2c(c1)c1c(c(=O)n(-c3ccccc3C)c(=O)n1CC(=O)NCc1ccc(C)cc1)n2C | ? | 0.2% | ? | 7% | · | -4% | · | · | ?
CC(NC(=O)CCOc1ccccc1)c1ccccc1 (configuration not stated) | i | 0.1% | 8% | 1% | -4% | 3% | -3% | · | 0%
Cc1ccc(C(O)c2cccnc2)o1 (configuration not stated) | i | 3.5% | 14% | 8% | 0% | 7% | -11% | -22% | -2%
C[C@@H]1CCCCO[C@H](CN(C)C(=O)Nc2ccc3c(c2)OCO3)[C@@H](C)CN([C@H](C)CO)C(=O)c2cc(NS(=O)(=O)c3ccc(F)cc3)ccc2O1 | ? | -0.4% | -12% | -28% | -4% | -5% | · | · | ·
COc1ccc(OC)c(C2/C(=C(/O)c3ccccc3)C(=O)C(=O)N2Cc2ccco2)c1 (configuration not stated) | i | 0.0% | -20% | 10% | 1% | · | -7% | 4% | -6%
NC(=O)C1CCN(C(=O)CN2CCCc3ccccc32)CC1 | i | 0.4% | 1% | -1% | 3% | 12% | -2% | 13% | 0%

A portion of the library, so the mix of outcomes need not match the whole.
